# DNMT1 inh – DNMT1 (human) enzyme inhibition; AID 588458; DNMT1 molecular beacon, Hinp1I cleavage, fluorescence; P26358; inhibition (reported as % activation of signal), % at 10 µM; 360,000 compounds, 0.83% hits; in the data active = inhibition above about 50%
# STEP inh – STEP (human) phosphatase inhibition | recombinant STEP, OMFP fluorogenic substrate, fluorescence | inhibition, % at 20 µM | 360,000 compounds, 0.25% hits | AID 588621;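 active = inhibition at 20 µM, scaled per plate between control wells, above about 37%, limit read from the data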;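 also: 0% = DMSO with enzyme and substrate and 100% = substrate only without enzyme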
# Target sequence (P54829 whole entry, looked up): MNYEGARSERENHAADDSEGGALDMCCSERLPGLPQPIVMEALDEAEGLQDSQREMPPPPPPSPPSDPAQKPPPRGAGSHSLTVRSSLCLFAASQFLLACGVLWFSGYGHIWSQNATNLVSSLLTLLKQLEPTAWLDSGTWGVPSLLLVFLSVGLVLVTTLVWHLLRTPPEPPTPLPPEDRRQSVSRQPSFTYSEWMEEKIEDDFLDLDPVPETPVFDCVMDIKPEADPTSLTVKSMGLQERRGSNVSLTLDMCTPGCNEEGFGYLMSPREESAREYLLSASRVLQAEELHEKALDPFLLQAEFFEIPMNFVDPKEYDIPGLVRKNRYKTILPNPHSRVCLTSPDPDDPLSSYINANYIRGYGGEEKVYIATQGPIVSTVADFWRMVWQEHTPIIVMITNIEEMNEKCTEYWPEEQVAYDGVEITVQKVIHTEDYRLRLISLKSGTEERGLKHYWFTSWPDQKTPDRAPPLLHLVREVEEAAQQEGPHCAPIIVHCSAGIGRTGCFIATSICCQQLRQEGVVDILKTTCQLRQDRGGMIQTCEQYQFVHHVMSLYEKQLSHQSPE
#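 medium = Bis-Tris buffer pH 6.0, 2.5 mM DTT, 0.005% Tween 20 | test system = STEP (striatal-enriched tyrosine phosphatase) enzyme, cell-free | measure = normalized % inhibition | compound dosing = 20 µM, 1% DMSO | also added = 25 µM OMFP | schedule = reaction 20 min, ambient temperature | measured by = fluorescence read at 480 nm ex / 540 nm em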
# SUMO1 PPI mod – SUMO1-SIM interaction modulation; P63165; SUMO1 binding to a labelled peptide, TR-FRET, 1 h; inhibition, % at 20 µM; 360,000 compounds, 0.33% hits; AID 602429; in the data active = inhibition above about 37%
# Target sequence (P63165 whole entry, looked up): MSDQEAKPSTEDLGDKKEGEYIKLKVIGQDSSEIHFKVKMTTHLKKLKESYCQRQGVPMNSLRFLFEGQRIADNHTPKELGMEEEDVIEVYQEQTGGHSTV
# E coli Lon inh – E. coli protease La inhibition; P0A9M0; purified E. coli Lon protease, fluorescence polarization; inhibition, % at 7.94 µM; 360,000 compounds, 0.42% hits; in the data active = inhibition above about 13%, passing the limit was not always enough;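 also: 0% = enzyme with probe and DMSO and 100% = no enzyme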
# CendR NRP1 mod – alters CendR peptide binding to human NRP-1; FAM-RPARPAR peptide binding to NRP-1, fluorescence polarization; inhibition, % at 25 µM; 360,000 compounds, 0.85% hits; AID 602438; O14786;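 active = inhibition or corrected inhibition above about 18%, plus a signal ratio from 0.5 to 1.5, limit read from the data, passing the limit was not always enough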; also: strong numbers were not always called active
# Tb MetRS inh – blocks T. brucei methionyl-tRNA synthetase activity; purified T. brucei MetRS, ATP depletion, Kinase-Glo luminescence; inhibition, % at 11.9 µM; 360,000 compounds, 0.4% hits; AID 624268;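 active = inhibition above a per-plate cutoff of the control wells' mean inhibition plus 3 SD, cut at about 5.5% in these data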;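 also: 0% = DMSO wells median and 100% = median of wells with control inhibitor compound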
#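 Dosing: 11.9 µM compound single dose, 0.9% DMSO; Assay system: purified T. brucei MetRS enzyme; Measured by: Kinase-Glo luciferase luminescence reporting remaining unconsumed ATP; Schedule: 15 min plus 2 h at 25 °C.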
# Scp1 inh – blocks human Scp-1 phosphatase activity; Q9GZU7; Recombinant Scp1, phosphopeptide, malachite green phosphate absorbance; inhibition, % at 20 µM; 340,000 compounds, 0.88% hits;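 active = inhibition above about 50% at 20 µM, limit read from the data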;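 also: plate controls were DMSO wells with enzyme for no effect and wells lacking enzyme for full effect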
#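 Incubation: 45 min enzyme reaction at room temperature / System: truncated SCP-1 phosphatase (76-261aa) / Reagent: Phospho 17-mer peptide substrate / Buffer or medium: Acidic Tris acetate buffer with magnesium and detergent / Signal: absorbance at 630 nm / Doses: one concentration, 20 µM, with 1.0% DMSO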
# MsrA inh – inhibitors of bovine MsrA | purified bovine MsrA, absorbance read-out | inhibition, % at 15.5 µM | 360,000 compounds, 0.75% hits | AID 651718; in the data active = inhibition above about 4.5%;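 also: 0% = vehicle wells with enzyme and 100% = reference inhibitor wells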
# bovine MsrA act – bovine methionine sulfoxide reductase A activation. 360,000 compounds, 0.3% hits. purified bovine MsrA, absorbance read-out. activation, % at 10.6 µM; in the data active = activation above about 7.5%;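 also: 0% = vehicle and 100% = reference activator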
# LMPTP inh – LMPTP (human) inhibition; recombinant LMPTP-A, OMFP fluorogenic substrate, fluorescence intensity; inhibition, % at 20 µM; 360,000 compounds, 0.22% hits; AID 651560;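 active = compounds that cut the enzyme signal by at least half of the control window in the single-dose screen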;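 also: plate controls were DMSO wells with enzyme plus substrate for no effect and substrate without enzyme for full effect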
# Target sequence (P24666 whole entry, looked up): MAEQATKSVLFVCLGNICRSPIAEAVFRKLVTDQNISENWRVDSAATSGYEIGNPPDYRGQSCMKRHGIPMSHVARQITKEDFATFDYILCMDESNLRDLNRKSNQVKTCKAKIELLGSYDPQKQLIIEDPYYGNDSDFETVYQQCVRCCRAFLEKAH
#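 test system = LMPTP-A | amount = 0.625 nM LMPTP-A final | reagent = fluorogenic phosphatase substrate OMFP at 400 µM final | incubation = 50 min at room temperature | benchmarks = no-enzyme low control, uninhibited high control | medium = Bis-Tris pH 6.0, DTT, detergent | signal = fluorescence intensity of OMFP turnover product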
# Active calls of the source: *; nt = not tested or not shown.
SMILES,DNMT1 inh,STEP inh,SUMO1 PPI mod,E coli Lon inh,CendR NRP1 mod,Tb MetRS inh,Scp1 inh,MsrA inh,bovine MsrA act,LMPTP inh
COc1ccc2[nH]cc(CCNC(=O)c3ccco3)c2c1,-2,-2,0,3,-2,-0.3,-6,-0.4,-5,0.6
CCCCn1nnnc1C1(C)CCC(=O)N1Cc1cc(OC)ccc1OC (stereo unspecified),nt,nt,-2,-4,-3,-0.2,nt,0.6,5,-1.3
CC1=NN(c2ccccc2)C(=O)/C1=C/C=C/C=C/N(C)C,-1,17,-122,-152,-263,-1.0,-5,0.2,-1,33
CC(OC(=O)c1nsc(Cl)c1Cl)C(=O)NCCc1ccccc1 (stereo unspecified),2,0,0,-7,-4,-0.6,-7,-0.7,-2,0.0
C=CCC(O)(CC=C)CNC(=O)C1CCC(=O)N(CCCc2ccccc2)C1 (stereo unspecified),2,2,5,-2,0,-0.1,-5,-0.5,-1,0.2
CC(=O)c1cccc(NC(=O)COC(=O)c2ccccc2C)c1,0,2,-1,2,4,-1.0,-7,-1.4,-1,0.6
CCOc1ccc(-n2c(C)nc3cc(C(=O)NCc4ccco4)ccc32)cc1,-2,0,1,-2,-11,-1.1,-9,-1.9,-1,-1.5
COc1ccc(CCNc2nc(C)cc(C)c2C#N)cc1OC,-2,-1,7,-4,-11,-0.4,-7,1.4,-2,1.6
Cc1cc(C)c(NC(=O)CN(C)C(C)C(=O)N2CCc3ccccc32)c(C)c1 (stereo unspecified),3,0,2,-10,8,-0.2,-1,0.5,-1,-1.2
CCN(CC)C(=O)C(=O)c1cc(C)n(-c2ccc(F)cc2)c1C,-3,-2,3,2,-2,-0.3,-3,-0.3,2,-1.1
CC1CCCN(C(=O)C2CCN(S(=O)(=O)c3cccc4cccnc34)CC2)C1 (stereo unspecified),-1,3,6,0,9,0.0,0,0.3,-3,-1.2
CCOC(=O)N1CCC(NC(=O)C(CC(C)C)NC(=O)C2CCCCC2)CC1 (stereo unspecified),2,1,1,-2,5,0.2,-12,0.7,1,-1.2
CCOC(=O)C1=C(c2ccc(O)cc2)NC(=O)NC1C (stereo unspecified),1,-1,1,0,13,-0.5,-1,0.8,0,-0.7
NC(=O)CN1CCOCCOCCN(CC(N)=O)CCOCCOCC1,3,0,2,4,-5,-0.2,6,-0.9,-6,-7.6
O=C(Cc1ccccc1)NS(=O)(=O)c1ccc(N=NN2CCOCC2)cc1,3,-1,-2,6,17,-0.5,-1,0.6,-15,1.0
NC(=O)C1CCN(c2ccc(S(=O)(=O)N3CCCCC3)cn2)CC1,2,-1,-1,-6,-5,-1.0,4,0.3,-11,1.1
CCOC(=O)/C(C#N)=C1/C=Cc2ccccc2N1CC,4,1,-24,1,-1,-0.9,-2,0.8,-2,0.1
CCCNC(=O)COc1coc(CN2CCN(C(=O)c3ccco3)CC2)cc1=O,3,3,3,8,-6,-0.3,4,-1.8,1,-3.3
CS(=O)(=O)c1ccc(Cl)c(NC(=O)CSc2nncn2-c2ccccc2)c1,1,0,-2,-2,3,0.8,2,0.9,-4,-0.2
COc1ccc(CCN2C(=O)CC(N3CCN(c4ccccn4)CC3)C2=O)cc1OC (stereo unspecified),-5,-2,-4,0,10,0.4,-6,-0.2,-2,2.8
Cc1ccc(S(=O)(=O)NC2c3cccc4cccc(c34)C2Sc2n[nH]c(N)n2)cc1 (stereo unspecified),-24,-1,-10,3,-14,0.6,-6,-0.1,-2,0.9
O=C1OCC(CC2=C(O)C(=O)OC2)=C1O,7,-1,0,-6,-6,-0.4,-5,1.5,-4,-0.4
COc1cccc(NS(=O)(=O)c2ccc3c(c2)NC(=O)CC(=O)N3)c1,0,0,4,1,-13,0.4,-7,0.3,-2,-0.6
Cc1c(Cl)cccc1NC(=O)N1CCN(C(=O)c2ccco2)CC1,-2,0,-3,0,-6,-0.7,-4,-0.6,-9,-0.1
O=C(OCc1ccc2c(c1)OCO2)c1cccc(S(=O)(=O)N2CCCCC2)c1,-7,14,5,2,-5,-0.8,-14,1.2,-3,1.2
CN(C)S(=O)(=O)n1cc(/C=C(\NC(=O)c2ccccc2F)C(=O)NCCCn2ccnc2)c2ccccc21,-1,1,-8,-5,6,-0.3,-3,1.0,-8,-0.6
CC(Sc1nncn1C)C(=O)Nc1cc(C(F)(F)F)ccc1N1CCOCC1 (stereo unspecified),0,-4,5,-1,-1,1.5,-9,-0.5,-3,-1.1
COc1ccc(C(=O)N=c2sc3c(C)ccc(OC)c3n2C)cc1,0,0,-6,-5,2,-0.2,-12,-0.3,-2,0.7
c1cn(C23CC4CC(CC(C4)C2)C3)cn1,-1,-6,1,7,-9,-0.8,-10,-0.9,-1,2.3
COc1ccc(OC)c(C(c2c(O)nc(SC)[nH]c2=O)c2c(O)nc(SC)[nH]c2=O)c1,-6,3,4,-1,13,-1.4,-6,-0.1,-5,-1.4
Clc1cccc(Cl)c1C1Nc2cccc3cccc(c23)N1,-17,3,4,-23,-2,-0.2,26,1.0,-2,9.4
O=C(C[n+]1cc(-c2ccccc2)n2c1CCC2)Nc1nc(-c2ccccc2)cs1,-5,3,-4,5,-5,-0.1,7,-1.3,0,13
CCN(CC)C(=O)[C@H]1C[C@H](CC(=O)NCCC2=CCCCC2)C(=O)N2CCc3c([nH]c4ccc(Cl)cc34)[C@]12C,-12,0,4,-4,-2,-0.6,1,-0.7,-6,2.0
COc1ccc(C(=O)Nc2ccc(C(F)(F)F)n(C)c2=O)cc1,41,1,3,1,2,-0.3,-14,-0.1,-4,-0.8
CC1NC(C)(C)Cc2c1ccc1ccccc21 (stereo unspecified),0,0,-1,-1,-10,0.3,-5,1.5,-3,0.0
CCOc1ccc(C(=O)Nc2cc(C)c3c(=O)oc4ccccc4c3n2)cc1,46,6,-45,-13,-24,-0.6,-9,1.0,-2,-0.2
C=CCC[C@H](Cc1ccc(F)cc1)C(=O)OC[C@H](Cc1c[nH]c2ccccc12)NC(=O)[C@H](CC=C)CC(=O)N[C@H](CO)Cc1ccccc1,9,0,2,2,8,-0.2,-8,0.6,1,1.8
O=C(/C=N/O)Nc1ccc(F)cc1,2,9,-2,-4,5,0.0,1,0.4,2,0.7
CCC1CCC2(CC1)NC(CO)(CO)CO2 (stereo unspecified),-3,0,-1,7,7,-0.4,-4,-0.9,0,0.3
CCOc1ccc(CC(=O)NNC(=S)NC2CCCCC2)cc1OCC,1,-1,-4,-1,8,0.6,6,-0.2,-7,-0.3
CCn1nc(C(=O)NNC(=O)c2ccc(OC(F)F)cc2)c2ccccc2c1=O,0,1,-1,-4,0,-0.3,-5,1.3,-1,0.4
Cc1ccc(NC(=O)C2CCCN2S(=O)(=O)c2ccc(-c3ccc(=O)[nH]n3)s2)c(C)c1 (stereo unspecified),-4,0,-16,-1,13,-0.6,-1,-0.2,0,-0.5
C=CCNC(=O)COc1ccccc1C#N,-3,0,1,10,-9,-0.2,-3,1.3,-2,0.4
O=C(COc1ccc([N+](=O)[O-])cc1)Nc1ccncc1,-1,0,-15,-7,1,-0.5,-5,1.0,-7,0.1
Cc1nnc(SCC(=O)Nc2ccc(OC(F)F)c(Cl)c2)n(N)c1=O,2,2,-1,4,6,0.5,-4,0.1,-1,-0.2
COc1cc(C(=O)NCCN2CCN(C(=O)c3cc(OC)c(OC)c(OC)c3)CC2)cc(OC)c1OC,2,4,9,5,-8,-0.1,-2,0.0,1,-0.1
O=C(NC1CC2CCCC(C1)N2S(=O)(=O)c1ccccc1)c1ccco1 (stereo unspecified),-1,1,-3,2,2,-0.6,-5,0.2,-1,-0.4
Cc1ccc(/C=N/n2c(C)nnc2C)s1,4,-7,-3,-4,-2,-0.6,-2,1.2,-1,-2.3
CC1(C)Cc2c(cnn2-c2ccc(F)cc2)C(NC(=O)CCCN2CCCCC2=O)C1 (stereo unspecified),1,0,0,-8,-2,-0.2,-8,0.6,-4,0.3
O=C(N/N=C/c1cccc2ccccc12)c1n[nH]c2c1CCCC2,41,2,-1,8,0,-1.5,-4,0.0,-13,1.2
Cc1ccc(NC(=O)Nc2ccc(C(=O)N3CCOCC3)cc2)cc1,-2,-4,-2,-6,6,0.1,-2,-1.2,-3,-1.1
Cc1cc(N2C(=O)CC(N3CCN(C(c4ccccc4)c4ccccc4)CC3)C2=O)no1 (stereo unspecified),-5,7,-1,7,7,-0.4,3,-0.7,0,-2.7
